EPAC1 antagonist: qHTS for Antagonist of cAMP-regulated guanine nucleotide exchange factor 3 (EPAC1): primary screen. Rap guanine nucleotide exchange factor 3 (Homo sapiens), O95398. EPAC1 GEF assay, Rap1b-BODIPY-GDP exchange fluorescence. Potency, µM (doses to about 115 µM), without a hit: top-dose activity change, negative = inhibition, usual class: inhibitors. 360,000 compounds, 0.14% hits. AID 720709, 2013;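 note: potency is the fitted concentration of half-maximal effect; plate controls were vehicle for no effect and positive control for full effect; nearly all actives have a fitted effect of over 50% in size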
CCT modulator: High-Throughput Screening for Modulators of Cytosolic Chaperonin Activity. purified chaperonin ATPase assay, HTRF ADP detection, 30 min. activity change, % (no concentration beside the values), hits read low. 360,000 compounds, 0.3% hits. AID 651819, 2012; in the data active = activity change below about -30%; note: % is set by controls: 0 for no effect and ±100 for the full control effect
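ATPase activity: ADP formed was measured by HTRF Transcreener (665/615 nm ratio) after 30 min at 37 deg C with 10 uM ATP. Compounds screened at one 76 uM concentration against 40 or 20 nM TRiC in Tris pH 7.4/KCl/MgCl2/DTT buffer.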
PI5P4K alpha inh: qHTS for Inhibitors of phosphatidylinositol 5-phosphate 4-kinase (PI5P4K). Phosphatidylinositol 5-phosphate 4-kinase type-2 alpha (Homo sapiens), P48426. PI5P4Kalpha enzyme, ADP-Glo luminescence, 60 min; hits give low values. max response, %. 330,000 compounds, 1.2% hits; active = max response of -50% or lower; inconclusive = between -30% and -50%; inactive = -30% or higher; note: value at the top dose of about 77 µM; % is set by controls: 0 for no effect and ±100 for the full control effect
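ADP-Glo luminescence end-point after a 60 min room-temperature kinase reaction. PI5P4Kalpha and substrate in HEPES pH 7.4 buffer with EGTA, 0.1% CHAPS and 5% DMSO; ATP at 5 microM final.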
PLK1 PBD block: qHTS for Inhibitors of PLK1-PDB (polo-like kinase 1 - polo-box domain): Primary Screen; Serine/threonine-protein kinase PLK1 (Homo sapiens), P53350; Plk1 PBD binding of FITC phosphopeptide, fluorescence polarization; Potency, µM, for the others: max response, negative = inhibition, usual class: inhibitors; 360,000 compounds, 2.8% hits; note: potency is the fitted concentration of half-maximal effect; series mostly up to about 57 µM; % is set by controls: 0 for no effect and ±100 for the full control effect; nearly all actives have a fitted effect of over 65% in size
EPAC2 agonist: qHTS for Agonist of cAMP-regulated guanine nucleotide exchange factor 4 (EPAC2): primary screen; Rap guanine nucleotide exchange factor 4 (Homo sapiens), Q8WZA2; EPAC2 activation, biochemical qHTS; response scale: 100% = 6.5 mM cAMP response; Potency, µM (top dose mostly 154 µM), for the others: at the highest dose activation, hits mostly activators; 360,000 compounds, 0.079% hits; AID 720711, 2013; note: potency is the fitted concentration of half-maximal effect; nearly all actives have a fitted effect of over 50% in size
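qHTS, titration series. 100 nM EPAC2 / 250 nM Rap1B-BODIPY-GDP / 50 uM GDP; RT; ex 480/em 540 nm, 5-min reads to 30 min. Norm. to 6.5 mM cAMP = activation.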
WRN helicase inh: qHTS for Inhibitors of WRN Helicase | Bifunctional 3'-5' exonuclease/ATP-dependent helicase WRN (Homo sapiens), Q14191 | WRN helicase unwinding, fluorescent forked duplex, kinetic | Potency, µM (highest dose often 114 µM), inactives show at the top dose activity change, negative = inhibition, usual class: inhibitors | 360,000 compounds, 0.46% hits; note: potency is the fitted concentration of half-maximal effect; % is set by controls: 0 for no effect and ±100 for the full control effect; nearly all actives have a fitted effect of over 55% in size
Target sequence (Q14191 whole entry, looked up): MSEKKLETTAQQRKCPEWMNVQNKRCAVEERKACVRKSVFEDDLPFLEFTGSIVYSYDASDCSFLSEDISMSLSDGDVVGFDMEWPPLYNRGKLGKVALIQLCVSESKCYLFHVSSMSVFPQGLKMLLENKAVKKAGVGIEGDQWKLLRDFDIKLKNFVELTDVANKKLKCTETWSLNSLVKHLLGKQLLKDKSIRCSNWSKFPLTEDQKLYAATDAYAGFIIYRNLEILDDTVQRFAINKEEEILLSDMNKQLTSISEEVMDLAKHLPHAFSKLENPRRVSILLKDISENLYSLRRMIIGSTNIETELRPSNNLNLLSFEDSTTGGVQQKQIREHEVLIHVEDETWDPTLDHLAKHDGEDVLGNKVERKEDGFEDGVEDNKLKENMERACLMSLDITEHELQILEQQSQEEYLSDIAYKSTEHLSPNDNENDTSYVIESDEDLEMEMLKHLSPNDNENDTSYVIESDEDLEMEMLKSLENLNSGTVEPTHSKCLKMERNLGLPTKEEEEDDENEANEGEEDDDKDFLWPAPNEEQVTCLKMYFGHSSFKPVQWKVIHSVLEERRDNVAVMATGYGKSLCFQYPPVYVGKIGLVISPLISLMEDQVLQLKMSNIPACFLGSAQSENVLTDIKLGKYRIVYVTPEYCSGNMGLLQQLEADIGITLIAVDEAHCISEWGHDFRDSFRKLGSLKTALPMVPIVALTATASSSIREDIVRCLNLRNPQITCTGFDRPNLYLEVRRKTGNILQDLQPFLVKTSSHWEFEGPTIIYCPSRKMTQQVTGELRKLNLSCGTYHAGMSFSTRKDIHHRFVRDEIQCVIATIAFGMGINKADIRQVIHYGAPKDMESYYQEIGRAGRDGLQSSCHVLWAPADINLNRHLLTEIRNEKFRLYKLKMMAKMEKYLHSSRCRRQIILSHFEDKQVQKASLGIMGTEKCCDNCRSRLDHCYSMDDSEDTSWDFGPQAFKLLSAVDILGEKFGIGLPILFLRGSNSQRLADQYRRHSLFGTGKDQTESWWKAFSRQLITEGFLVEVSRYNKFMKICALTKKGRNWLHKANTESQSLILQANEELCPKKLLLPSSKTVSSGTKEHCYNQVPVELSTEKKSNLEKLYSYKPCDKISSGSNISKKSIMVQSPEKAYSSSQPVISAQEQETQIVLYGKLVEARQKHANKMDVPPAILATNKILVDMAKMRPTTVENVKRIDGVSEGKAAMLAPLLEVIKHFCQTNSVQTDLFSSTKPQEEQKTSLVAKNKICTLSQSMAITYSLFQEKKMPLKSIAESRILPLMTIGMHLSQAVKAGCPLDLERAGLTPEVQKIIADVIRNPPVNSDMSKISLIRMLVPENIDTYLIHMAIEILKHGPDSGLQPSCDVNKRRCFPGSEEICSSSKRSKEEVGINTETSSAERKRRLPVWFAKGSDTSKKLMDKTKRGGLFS
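Enzyme (20 nM final) and test compound sit together 15 min at room temperature before substrate addition. Substrate is a single-forked duplex oligonucleotide (100 nM) labelled with fluorophore and quencher, with 2 mM ATP; helicase unwinding raises red fluorescence, read kinetically.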
EPAC1 agonist: qHTS for Agonist of cAMP-regulated guanine nucleotide exchange factor 3 (EPAC1): primary screen. EPAC1 agonist qHTS, biochemical assay; response scale: 100% = response to 6.5 mM cAMP. AID 720707, 2013. Potency, µM (series often up to 154 µM), inactives show at the top dose activation, hits mostly activators. 360,000 compounds, 0.073% hits. Rap guanine nucleotide exchange factor 3 (Homo sapiens), O95398; note: potency is the fitted concentration of half-maximal effect; nearly all actives have a fitted effect of over 60% in size
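Multi-concentration qHTS readout: loss of Rap1B-bound BODIPY-GDP fluorescence driven by 100 nM EPAC1 with excess GDP (50 uM), monitored kinetically at room temperature; agonist response expressed relative to 6.5 mM cAMP.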
IL2 activator: qHTS of IL-2 Activators. IL-2 activation reporter assay, cell-based qHTS; stimulated with anti-CD3/CD4/CD28 beads; in transgenic mouse T cells. activation, % (series mostly up to about 46 µM). 360,000 compounds, 0.065% hits; in the data active = activation above about 50%; inconclusive = mostly about 30% to 49%; note: 0% is about no effect
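First, unstimulated transgenic mouse T cells were exposed to compound for 60 min. Next, anti-CD3/anti-CD4-coated beads with anti-CD28 were added. Finally, after 18 h at 37 degrees C, EGFP and DsRed were imaged.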
The depositor's hits bear a star; ? = inconclusive; . = not tested or not shown; [ ] = remark or other dose. Unless noted, calls come from the whole dose curve; as a rule, active = well fitted curve in the direction sought with a large enough effect; inconclusive = small, poorly fitted or top-dose-only effect, or another doubt; inactive = no such curve, though single readings can be large; an effect the other way counts as inactive or inconclusive. This is a subset; the hit share may differ from the screen's.

EPAC1 antagonist,CCT modulator,PI5P4K alpha inh,PLK1 PBD block,EPAC2 agonist,WRN helicase inh,EPAC1 agonist,IL2 activator,structure
?,-1.1,-11,-13%,-6%,-22%,3%,-1.3,O=C(NCc1ccco1)C(Cc1ccccc1)N1C(=O)C2C3C=CC(C3)C2C1=O (stereo not drawn)
?,-0.4,-72*,-22%,-1%,-12%,19%,-1.6,Cc1nc(C)c(-c2csc(Nc3ccc(C(=O)O)c(O)c3)n2)s1
-5%,-0.2,1,-2%,1%,0%,-6%,-0.3,COC(=O)[C@]1(C)N[C@H](CN(C)C(=O)Nc2ccccc2)[C@@H]2C(=O)N(C)C(=O)[C@@H]21
4%,-0.7,.,-1%,-1%,2%,3%,1.7,CC(C)/C(=N\NC(=O)Nc1ccccc1)c1ccccc1
2%,-2.8,-4,-15%,11%,-1%,4%,-3.8,C[C@@H](CN1C2=NC[C@H](C)N2C[C@H]1Cc1ccc(O)cc1)NC(=O)CCC1CCCCC1
8%,1.3,.,-8%,1%,5%,-5%,-2.8,CCC(=O)Nc1ccccc1C(=O)NC1CCCCC1
-8%,-1.8,1,-18%,-9%,9%,-3%,-1.1,Cc1ccccc1-n1nnnc1SCC(=O)c1c(N)n(C)c(=O)n(C)c1=O
7%,-0.1,3,-14%,-9%,9%,-3%,-0.2,O=CNc1ccccc1Oc1ccccc1
-2%,-0.6,0,-4%,6%,-3%[57.1 µM],-2%,-1.6,Cc1ccc(CN2CCN(Cc3cn(C(C)C)c4ccccc34)CC2CCO)o1 (stereo not drawn)
-3%,-1.9,0,-1%,5%,-3%,6%,-2.3,COc1ccc(OC)c(NC(=O)CSc2nnc(CNc3ccc(C)cc3C)o2)c1
12%,1.6,.,-6%,1%,-6%,-4%,-1.2,CCCCOc1nc(N)nc(-c2ccccc2)n1
-11%,0.0,1,-1%,1%,2%,10%,-4.0,CCN1CCN(CC(=O)Nc2ccc(S(=O)(=O)N3C(C)CCCC3C)cc2)CC1 (stereo not drawn)
-6%,-10,0,7%,12%,0%,2%,1.6,CCOCCOC(=O)C(C)Oc1ccc(Oc2nc(Cl)ccc2Cl)cc1 (stereo not drawn)
-19%,-4.4,-17,21µM*,4%,9%[57.1 µM],1%,0.4,COC(=O)c1ccc(C)c(NC(=O)CN(c2ccccc2)S(=O)(=O)N(C)C)c1
1%,-1.4,1,-7%,-4%,-4%,-2%,4.8,O=C1CSC(c2cccc(O)c2)N1Cc1ccccc1 (stereo not drawn)
-19%,0.6,6,-27%,-5%,-8%,7%,-3.3,Cc1ccc(C)c(NC(=S)N(C2CCCCC2)C(C)c2cccnc2)c1 (stereo not drawn)
0%,-4.0,-73*,?,20%,?,7%,-3.5,Cc1sc2nc(SCC(=O)Nc3cccc(C(=O)O)c3)[nH]c(=O)c2c1C
-17%,-0.1,4,2%,-15%,-4%,6%,0.0,CC(C)CCN1C(=O)c2ccc(C(=O)OCn3nnc4ccccc4c3=O)cc2C1=O
1%,0.1,-4,-10%,7%,-15%,-3%,-3.4,COc1ccc(CN2CCNC(=O)C2CC(=O)NCCc2nc(C)c(C)s2)c(OC)c1 (stereo not drawn)
-9%,-0.9,-7,1%,-2%,7%,-7%,-0.6,O=C(NCCC1=CCCCC1)c1ccc(F)c(S(=O)(=O)N2CCOCC2)c1
-13%,-0.9,3,-1%,-6%,6%,-8%,-0.4,CCOc1ncccc1C(=O)N(C)CC(=O)Nc1ccccc1SC
4%,0.0,-3,-16%,-11%,-14%[57.1 µM],-8%,-2.5,O=C1C2CC=C(Cl)CC2C(=O)N1c1ncn[nH]1 (stereo not drawn)
3%,-2.7,3,-11%,-1%,-4%,-6%,-5.5,COc1ccc(NC(=O)CSc2c3c(nc4ccccc24)CCC3)c(OC)c1
-21%,-0.6,5,-19%,22%,-9%,10%,-1.0,COc1ccc(/C=C(\C#N)C(=O)c2c(C)[nH]c3ccccc23)cc1OC
-24%,0.2,-1,-1%,8%,-16%,-1%,-2.7,CC(=O)N[C@@H](C)C(=O)OC(C)C(=O)Nc1cccc([N+](=O)[O-])c1 (stereo partly drawn)
79µM*,0.9,-61*,13µM*,-15%,-12%[11.6 µM],-4%,-4.0,CCc1ccc(-n2cccc2/C=C2/C(=N)N3C(=NC2=O)SN=C3S(C)(=O)=O)cc1
11%,-0.3,-3,-2%,5%,9%,-3%,-4.5,CCOc1ccc(NC(=O)c2c(NC(=O)CNCCN3CCOCC3)sc3c2CCC3)cc1
1%,0.8,-3,-4%,11%,1%,11%,0.7,COc1ccc(-c2c(-c3ccsc3)oc3c2C(O)CCC3)cn1 (stereo not drawn)
-12%,-1.8,10,-7%,2%,0%,-2%,0.0,CCC(=O)c1cccc(-c2ccccc2)c1CC
-17%,0.2,?,-26%,-3%,-17%,-14%,-0.4,CCOC(=O)C1=CN(Cc2ccco2)S(=O)(=O)N(CC)C1c1ccc(C(F)(F)F)cc1 (stereo not drawn)
-30%,-0.5,6,-4%,11%,-1%,-9%,-2.4,O=C(Nc1ccc(Cl)c(S(=O)(=O)N2CCOCC2)c1)c1ccccc1-c1ccc(C(F)(F)F)cc1
5%,-2.7,-6,-9%,-4%,-14%,1%,-1.3,Cc1ccc2nc(-c3cccc(Br)c3)cc(C(=O)Nn3cnnc3)c2c1
-3%,-0.8,4,-4%,1%,-10%,4%,-1.9,O=C(Cn1c(-c2ccccc2)noc1=O)N1CCC(Cc2ccccc2)CC1
11%,1.6,1,-4%,7%,2%,-9%,1.6,COc1ccccc1C(=O)Nc1c(C(=O)N2CCN(C)CC2)oc2ccccc12
6%,0.6,0,-11%,9%,-5%,15%,-0.2,NC(=O)C1CCCN(C(=O)CCCNC(=O)c2ccc(Cl)cc2)C1 (stereo not drawn)
-12%,-0.2,19,-16%,14%,?,-1%,-7.0,O=C(NCCCCCCCN1CCCCCCC1)C(C1CCCCC1)C1CCCCC1
-24%,0.0,9,1%,-12%,3%,-6%,-0.3,CC(=O)Nc1ccc(OCC(O)CN2CCCCC2C)cc1 (stereo not drawn)
-14%,0.2,2,-6%,1%,-9%,0%,-1.0,COc1cccc(C(=O)Nc2ccc(S(=O)(=O)NCc3ccco3)cc2)c1
-1%,-5.3,-1,-6%,-2%,4%,4%,-0.2,COCCCNC(=O)Nc1ccc(F)cc1F
-22%,1.8,-8,17µM*,10%,-4%,9%,-0.3,Cc1ccccc1N1CCN(C(=S)c2ccc([N+](=O)[O-])cc2)CC1
-6%,-3.0,?,-7%,9%,-6%,2%,-2.9,O=C(O)c1ccc(-n2cc(C(=O)c3ccccc3O)cn2)cc1
8%,-3.0,3,-15%,-8%,-1%,10%,-0.5,CCc1nnc(NC(=O)CSc2ccc(-c3ccc(C)cc3)nn2)s1
15%,-1.5,7,-9%,3%,0%,-7%,-1.7,COc1cccc(CNC(=O)CCC2CCCN(C(=O)CCC(F)(F)F)C2)c1 (stereo not drawn)
-17%,2.9,-9,-5%,-1%,-1%,1%,0.6,O=C(NCCCNC(=O)c1ccco1)c1ccc(Cl)cc1
5%,-1.1,1,-2%,-3%,-3%,10%,3.5,CCCn1c(=S)[nH]c2cc(C(=O)N3CCN(c4ccc(F)cc4)CC3)ccc2c1=O
-5%,-0.3,-19,?,12%,-6%,11%,-0.9,Clc1ccc(-c2csc(NNC3=NCCCCC3)n2)cc1
-8%,0.5,37,-7%,17%,-2%,-1%,-2.4,CN(C)S(=O)(=O)Oc1ccsc1C(=O)Nc1ccc(Cl)c(Cl)c1
7%,-1.1,3,-10%,1%,8%,0%,2.5,O=C(CN1C(=O)C2C3C=CC(C3)C2C1=O)N1CC(=O)N(CCc2ccccc2)C(=O)C1 (stereo not drawn)
?,-2.5,.,1%,6%,-14%,14%,-2.5,O=C(COc1ccccc1)N1CCN(c2ccc([N+](=O)[O-])c(N3CCCCC3)c2)CC1
5%,-11,2,-1%,0%,-6%,3%,-1.2,Nc1nc(C(F)(F)F)cc(=O)n1N
?,1.5,4,-8%,6%,-16%,-14%,-0.8,O=C(COC(=O)c1cc([N+](=O)[O-])ccc1N1CCCC1)Nc1ccccc1OC(F)F
10%,1.6,2,-11%,1%,-3%,7%,-2.1,O=S(=O)(NCC1CCCO1)c1ccc2c(c1)OCCO2 (stereo not drawn)
-9%,-1.3,6,-16%,8%,-3%,3%,-0.6,C[C@@H]1C=CC(=O)O[C@@H]1c1ccc(Cl)cc1
2%,-0.7,.,-10%,?,1%,3%,-3.4,CC1CCC(C(C)C)C(OC(=O)CSc2nccc(=O)[nH]2)C1 (stereo not drawn)
6%,-2.4,-7,-3%,-2%,-3%,-4%,-0.5,O=C(CNC(=O)c1ccc(-c2ccccc2)cc1)Nc1ccc(S(=O)(=O)Nc2ncccn2)cc1
-6%,-4.0,2,5%,1%,-5%,12%,-0.9,COc1ccc(C(CCNCc2ccc(N(C)C)cc2)C(C)C)cc1 (stereo not drawn)
5%,-1.3,-1,-5%,8%,-5%,11%,-0.8,Cc1cc(Br)cn2c(Cc3cccc(F)c3)c(C3CCCCC3)nc12
-2%,-2.4,.,-1%,-8%,9%,1%,-3.8,CCOC(=O)c1sc(/N=C/N(C)C)c(C(=O)OCC)c1C

Structural class, the compounds so far containing bromine.
EPAC1 antagonist,CCT modulator,PI5P4K alpha inh,PLK1 PBD block,EPAC2 agonist,WRN helicase inh,EPAC1 agonist,IL2 activator,structure
5%,-2.7,-6,-9%,-4%,-14%,1%,-1.3,Cc1ccc2nc(-c3cccc(Br)c3)cc(C(=O)Nn3cnnc3)c2c1
5%,-1.3,-1,-5%,8%,-5%,11%,-0.8,Cc1cc(Br)cn2c(Cc3cccc(F)c3)c(C3CCCCC3)nc12
